# HIF act: HIF pathway transcriptional activation; U2OS HRE-luciferase reporter, luminescence; normalized: DMSO 0%, desferrioxamine 100%; activation, % at 7.5 µM (by protocol); hit rate 0.32% among 300,000; AID 1910;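 active means mean activation of at least 10% of the iron chelator positive control signal, with at least half of replicates also reaching 10%; inconclusive means mean and replicate majority disagree about reaching 10%; inactive means mean and most replicates under 10%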
# HSF1 inhib: HSF1 inhibition | activity change, negative = inhibition, % at 7.5 µM (by protocol) | hit rate 0.77% among 300,000 | NIH3T3-HGL HSE-luciferase, MG132-induced, luminescence 8 h; active compounds read low | AID 2098;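 active means more than half of replicate wells show activity change below -50%, luminescence cut by over half; inconclusive means some wells, but at most half, below -50%; inactive means no replicate well below -50%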;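 further: luciferase reports HSF-1 transcriptional activity via heat shock element; 0% = median of DMSO wells and -100% = zero luminescence signal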
# HSF1 activator: increases HSF-1 driven luciferase reporter signal; NIH3T3-HGL HSF-1 luciferase reporter, MG132, 8 h; 100% = twice DMSO control signal; activation, % at 9 µM; hit rate 1.7% among 300,000;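 active means mean replicate activation of at least 50% with a set share of replicates each reaching 50%; inconclusive means only one of those two conditions met; inactive means mean below 50% and too few replicates reaching it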;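 further: 0% = median of the neutral control wells and 100% = twice that signal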
# aSyn UTR inh: 5' untranslated region of α-synuclein, MLPCN primary screen; alpha-synuclein 5'UTR reporter, inhibitor activity; inhibition, % (tested at 7.5 µM); hit rate 0.82% among 300,000; AID 1813; in the data active means inhibition above about 60%; inconclusive means no clear call, values can overlap the other calls;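 further: H4 neuroglioblastoma cells stably carrying SNCA 5'UTR luciferase fusion; 0% = DMSO wells and 100% = positive control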
# HSP90 inh: inhibitors of HSP90 luciferase refolding in rabbit reticulocyte lysate; luciferase refolding luminescence, 3 h; inhibition, % at 5.6 µM; hit rate 0.91% among 290,000; AID 1789;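 active means inhibition above the screen-wide mean plus 3 SD, computed separately per campaign, cut at about 16% in these data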;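 further: 0% = DMSO wells and 100% = 60 µM geldanamycin wells; inhibitors lower the luminescence because luciferase stays unfolded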
# Platelet DG rel: modulates dense granule release in human platelets; human platelet-rich plasma, SFLLRN dense granule ATP release, luminescence; inhibition, %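 (compounds screened at 7.5 µM in platelet-rich plasma)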; hit rate 0.22% among 300,000;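 active means mean replicate score, as percent of positive control, at or above 50; inconclusive means mean below 50 but at least one replicate at or above 50; inactive means mean and every replicate below 50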
# KLF5 inh: suppresses KLF5 promoter-driven expression. DLD-1 KLF5 promoter-luciferase reporter, luminescence. AID 1700. inhibition, % at 5 µM. hit rate 0.23% among 290,000;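 active means inhibition above a per-plate limit of that plate's mean compound inhibition plus 3 SD, cut at about 60% in these data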;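 further: 0% = DMSO wells and 100% = LY294002 at 200 µM; higher means less KLF5 promoter-driven luciferase light; inactives centre near -14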
# SKKanGAS inh: blocks kanamycin growth of S. pyogenes SKKanGAS strain; hit rate 1.3% among 300,000; inhibition, % at 7.5 µM; BacTiter-Glo, 6 h;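 active means mean replicate score, as percent of positive control median, at least 50; inconclusive means mean below 50 but one replicate at or above 50; inactive means mean and every replicate below 50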;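 further: strain carries kanamycin resistance gene driven by streptokinase promoter and grows in 40 µg/ml kanamycin; loss of luminescence reflects streptokinase promoter inhibition or plain growth inhibition; 0% = median of DMSO wells and 100% = positive control at its reference dose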
# AI-2 QS modul: modulates the Vibrio harveyi AI-2 quorum sensing system. hit rate 0.4% among 300,000. Vibrio harveyi JMH597 AI-2 luminescence/OD600 ratio, 9 h; active compounds read low; strain lacks LuxN and CqsS sensors; 0 = neutral-control median. activity change, % at 7.5 µM; in the data active means activity change below about -75%, passing the limit was not always enough; inconclusive means no clear call, values can overlap the other calls;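 further: luminescence divided by OD600 gain over 9 h not by final OD600 alone; inactives centre near 13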
# IEC-6 tox: counter-screen for KLF5 inhibitors: cytotoxicity in IEC-6 cells; IEC-6 cytotoxicity, luminescence viability; hit rate 0.78% among 290,000; inhibition, % at 5 µM; in the data active means inhibition above about 22%;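 further: 0% = plate median of test compound wells and 100% = cytotoxic reference compound wells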
# An asterisk follows results filed as active; ? = inconclusive; / = no result given.
SMILES,HIF act,HSF1 inhib,HSF1 activator,aSyn UTR inh,HSP90 inh,Platelet DG rel,KLF5 inh,SKKanGAS inh,AI-2 QS modul,IEC-6 tox
CCCCOc1ccccc1NC(=O)C=C(C)C,-33,-2,7,5,2,-1,-49,-1,16,-2
COc1ccccc1NC(=O)C1CCN(S(=O)(=O)c2ccc3c(c2)NC(=O)C(C)S3)CC1 (centres undefined),-0.5,-3,-10,-2,3,18,-4,0,11,7
Cc1nc(N2CCN(c3ccccn3)CC2)c2c(C)c(C(=O)Nc3c(F)cc(F)cc3Br)sc2n1,-0.1,0,7,10,1,4,-17,-2,11,5
C=CCSc1nc(N(CC)CC)c2sccc2n1,0.4,-4,2,35,0,4,11,10,20,-1
O=C(C1CC(=O)N(C2CCCCC2)C1)N1CCc2ccccc21 (centres undefined),0.1,0,12,-15,-1,0,-9,1,13,-2
CCOC(=O)CC1C(=O)NCCN1S(=O)(=O)c1ccccc1Cl (centres undefined),-0.2,-2,-2,7,-2,-6,7,2,11,-4
O/N=C/c1ccc(OCc2ccccc2)c(Cl)c1,2.8,39,58*,-104,0,1,-136,3,14,4
COc1ccc(NC(=O)COc2ccccc2)cc1Cl,-0.3,0,0,-31,-2,-2,-28,-3,-38,-2
CCN(CC)c1nc2c(c(=O)[nH]c(=O)n2C)n1Cc1ccccc1Cl,1.0,-2,-2,33,-3,-1,-27,-2,33,-2
Cc1ccc(NS(=O)(=O)c2ccc(NS(=O)(=O)c3cccs3)cc2)cc1,/,6,-2,-3,5,-3,-27,-6,63,-3
CCC(=O)NC(=S)NNC(=O)c1ccc([N+](=O)[O-])cc1,-0.7,0,-5,15,0,-1,-54,-4,82,-1
Cc1ccc(C2CC(C(F)F)n3ncc(C(=O)Nc4cnn(Cc5ccccc5C)c4)c3N2)cc1 (centres undefined),-0.5,-9,-11,20,-1,-4,13,34,5,2
Cc1nn(C)c(NC(=O)c2ccc(Cl)cc2)c1Cl,-2.1,-8,6,13,3,-2,1,0,12,0
CCc1ccc(NC(=S)Nc2cccc3cnccc23)cc1,1.8,17,33,-87,4,-1,-14,8,-5,3
COCCn1c(SCC(=O)N2CCCCCC2)nnc1-c1ccco1,-2.5,-2,0,15,1,1,7,-4,25,-1
CC1=C(C#N)C2C(/C1=N/O)C2(C)C (centres undefined),0.2,/,/,24,2,-1,-24,-4,17,5
O=[N+]([O-])c1ccccc1N/N=C/c1cccc(O)c1O,2.3,2,-9,-104,8,47,-94,5,6,-10
COc1ccc(N2CCN(CC(=O)c3ccccc3)CC2)cc1,-0.3,-3,-11,-4,4,-4,5,1,0,10
COc1ccc(C(=O)/C=C/C(=O)N(Cc2ccccc2OC)C(C(=O)NC2CCCCC2)c2ccncc2)c(O)c1 (centres undefined),0.4,7,26,16,4,-1,-13,2,25,1
Cc1ccc(NC(=O)CSc2nnc(CCC(=O)O)c(=O)[nH]2)cc1,-1.4,-14,-12,-5,-6,-11,-10,-4,21,-12
O=C(NCCN1CCOCC1)c1ccc(Cl)c(S(=O)(=O)N2CCCCCC2)c1,0.1,0,6,13,-4,-5,-2,-3,23,1
CCN(Cc1ccccc1)Cc1cccc([N+](=O)[O-])c1,-0.1,5,0,10,0,3,-4,7,21,-1
Cc1noc(C)c1CSCC(=O)Nc1ccc(OC(F)F)c(Cl)c1,-3.1,-3,-1,23,/,1,/,-4,17,/
COC(=O)c1cc2c(=O)c3ccccc3oc2nc1/C=C/N(C)C,0.2,-4,0,-21,-1,12,-23,6,45,-6
N#CCSc1nc(-c2ccccc2)cs1,1.6,6,22,-75,-2,2,-26,2,9,-6
C=CCNC(=O)c1onc(CSc2ccc(F)cc2)c1C(=O)NCC=C,-0.4,13,16,13,/,2,/,3,11,/
O=C(NCc1cc([N+](=O)[O-])ccc1O)c1cccnc1Sc1ccccc1Cl,0.0,-5,-9,2,-5,-3,-12,1,40,-3
CCOC(=O)NC(=O)c1cn(Nc2ccccc2C(F)(F)F)c(=O)[nH]c1=O,-0.3,-3,-1,14,1,20,-10,5,23,0
O=C1CN(C(=O)Cn2ncc(Cl)c(Cl)c2=O)c2ccccc2N1,-5.3,36,34,3,2,7,0,3,25,18
COc1ccc(CN2CCN(C3CCC3)CC2CCO)c(F)c1 (centres undefined),-4.8,-6,-11,6,-1,1,-44,-2,14,-3
CCOc1ccccc1CN1CCNC(=O)C1CC(=O)N(C)Cc1nonc1C (centres undefined),-0.5,-8,-26,20,-3,-2,-43,-2,15,4
COc1ccc(C(=O)CN2C(=O)NC(C)(c3ccc(C)cc3)C2=O)cc1OC (centres undefined),-0.1,-2,-3,14,2,-1,-6,-2,-50,5
Cc1cc(C)c2nc(SCC(=O)NCCC3=CCCCC3)cc(C)c2c1,-0.2,-4,-3,-15,0,-12,-3,0,13,-8
O=C(CCc1nnc(CCCCc2ccccc2)o1)NCCN1CCCCC1=O,2.0,14,58*,-16,3,-1,-39,-7,28,2
CCCOc1ccc(N2C(=O)CC(NNC(=O)c3ccc(COc4ccccc4)o3)C2=O)cc1 (centres undefined),-0.2,-4,2,9,0,16,-10,0,22,-1
CCOC(=O)c1cc(C#N)c(SCC(=O)c2cc(C#N)c(SC)nc2C)[nH]c1=O,-0.2,-2,5,-9,-1,21,0,36,19,0

# Full records as entered above. Order of screens: HIF act	HSF1 inhib	HSF1 activator	aSyn UTR inh	HSP90 inh	Platelet DG rel	KLF5 inh	SKKanGAS inh	AI-2 QS modul	IEC-6 tox
# O=C(CCc1nnc(CCCCc2ccccc2)o1)NCCN1CCCCC1=O across the screens: 2.0	14	58*	-16	3	-1	-39	-7	28	2
# CCOc1ccccc1CN1CCNC(=O)C1CC(=O)N(C)Cc1nonc1C (centres undefined) across the screens: -0.5	-8	-26	20	-3	-2	-43	-2	15	4
# Cc1cc(C)c2nc(SCC(=O)NCCC3=CCCCC3)cc(C)c2c1 across the screens: -0.2	-4	-3	-15	0	-12	-3	0	13	-8

# (next part)
SMILES,HIF act,HSF1 inhib,HSF1 activator,aSyn UTR inh,HSP90 inh,Platelet DG rel,KLF5 inh,SKKanGAS inh,AI-2 QS modul,IEC-6 tox
COc1ccc(NC(C)=O)cc1S(=O)(=O)NC(Cc1ccccc1)C(=O)NCc1ccccc1C (centres undefined),0.2,8,12,-26,3,2,-32,5,34,2
Cc1ccc([N+](=O)[O-])cc1NC(=O)CN(C(=O)c1ccccc1Cl)C1CCCCC1,-0.4,-12,-2,17,2,-2,-7,11,22,-2
Cc1ccc2c(c1)NC(=O)C(CC(=O)NCCN(CC(C)C)CC(C)C)O2 (centres undefined),0.2,-3,8,-25,-3,2,-13,-14,18,-2
COc1ccc(C2CC(=O)c3c(O)cc(O)cc3O2)c(CC=C(C)C)c1OC (centres undefined),-0.4,5,-7,14,/,-5,/,31,69,/
NC(=O)c1ccc(/C=N/O)[n+](Cc2ccccc2)c1,0.5,-7,0,-7,3,2,-37,1,10,-1
CC(=O)OCC(=O)NCCCOc1cccc(CN2CCCCC2)c1,-0.3,-2,-10,-15,/,-1,/,-1,25,/
O=C(COC(=O)c1cc[n+]([O-])cc1)NCc1ccccc1Cl,-0.9,-8,-6,-3,0,-12,-19,-1,10,2
CCOC(=O)C1C(=O)NC(N2CCN(c3ccccc3)CC2)=NC1c1ccccc1 (centres undefined),-0.5,-3,5,-4,-5,-5,-19,-13,-9,-4
COCCN(C(=S)Nc1cc(C)cc(C)c1)C(C)c1cccnc1 (centres undefined),-0.1,0,4,10,1,4,-32,-1,7,-1
CC(=O)c1sc2c(c1N)c(=O)[nH]c(=O)n2-c1ccccc1,-0.3,1,-8,15,1,2,-15,8,2,5
Cc1ccc(S(=O)(=O)N(CC(=O)Nc2ccccc2C(=O)O)c2ccccc2C)cc1,-0.1,5,-10,-8,2,1,-18,-4,1,4
COc1ccc(/C(N)=N/OC(=O)Cc2cccs2)cc1OC,1.7,10,-2,-21,2,-19,-44,0,26,-5
O=C(NC1CCN(Cc2ccccc2)CC1)C(NS(=O)(=O)c1cccc2nsnc12)c1ccccc1 (centres undefined),0.0,-6,-8,17,4,-4,-21,-10,18,0
CC(=O)C1C(c2ccccc2OC(F)F)NC(=O)NC1(O)C(F)(F)F (centres undefined),0.1,-4,-6,13,5,-38,4,-9,-8,0
O=c1cc(COc2ccc(Cl)c(Cl)c2)nc2sccn12,0.9,35,57*,-83,3,-1,-29,-3,8,-10
O=S(=O)(N/N=C\c1ccc2c(c1)OCO2)c1ccc(F)cc1,-0.3,-11,-20,-10,-3,11,-4,-6,19,4
C=CCOc1ccc(Cl)cc1CNC1CCCC1,-0.8,6,17,-13,-3,1,-18,20,18,0
O=C(CCCCC(=O)NCCCc1ccccc1)NCCCc1ccccc1,-1.3,2,-2,10,-1,1,-19,-6,20,2
Cc1cnc(C(=O)OC(C)C(=O)Nc2cccc3ccccc23)cn1 (centres undefined),0.8,-6,-14,-13,/,-3,/,-1,5,/
CSc1ncccc1C(=O)NC1CC(C)(C)Cc2c1cnn2-c1ccccc1C (centres undefined),-0.5,-1,23,25,2,-2,-14,-2,17,2
CC(C)Cc1nc(Nc2ccc(S(=O)(=O)N3CCCC3)cc2)c2nnn(Cc3ccccc3)c2n1,-1.1,-3,-13,55,0,13,8,28,10,4
Cc1cc(NC(=S)N(CCCN2CCOCC2)Cc2ccco2)ccc1Cl,0.3,5,2,-7,-1,-18,15,-14,2,-3
N#C/C(=C1/CCCCCN1)c1nc2ccccc2s1,0.5,9,14,-73,0,-1,2,-5,24,1
O=C(NCCCN1CCCC1=O)c1sc2ccccc2c1Cl,1.8,6,13,-39,0,16,-57,-6,17,2
Cc1ccc(N2C(=O)c3cccc4c([N+](=O)[O-])ccc(c34)C2=O)c2cccnc12,1.6,-31,-42,?,3,1,2,26,18,8
CCc1nnc(NC(=O)C2CCN(c3cnccn3)CC2)s1,0.2,-2,2,-16,3,-1,-22,9,23,3
C[C@@H]1CN(C(=O)c2ccc(OC3CCN(S(=O)(=O)N(C)C)CC3)cc2)C[C@H](C)O1,0.1,-4,2,-7,2,7,5,1,10,10
COC(=O)C(C)Oc1cc(OC(C)C(=O)OC)c2c(-c3ccccc3)cc(=O)oc2c1 (centres undefined),-5.4,-1,-8,15,-1,16,-20,1,21,-2
CCn1c2ccc(C)cc2c2nnc(SCCN3CCCCC3)nc21,-0.2,-4,-10,1,-2,2,-41,4,4,-4
O=C1CC(C2CCCO2)C(=O)N1c1ccc(Cl)c(Cl)c1 (centres undefined),-0.6,-7,1,7,-1,-1,-9,-2,29,-5
CCOC(=O)CSC1=NC(=O)/C(=C\c2ccc(Cl)cc2)S1,2.2,30,?,-44,-1,3,-77,-21,34,4
Cc1cccc(OCCCCc2c(C)n[nH]c2C)c1,0.2,7,22,26,4,-7,-7,-5,-2,1
COc1ccccc1N1CCN(S(=O)(=O)c2ccc3c(c2)n(C)c(=O)n3C)CC1,0.5,0,-13,16,0,4,16,-2,10,0
Cc1ccc(CN2C(=O)C(C)(C)Oc3ccc(C(=O)N4CCCCC4)cc32)cc1,-2.2,1,8,17,0,-3,-7,4,12,1

# Screening results: PubChem BioAssay, several laboratories

# Hits appear at their usual frequency (roughly 6% active in at least one column).
